Pin1 inhibitor = blocks the human prolyl isomerase Pin1. Q13526. Pin1 FP peptide displacement, HiFluor488, 10 min. Potency, µM (doses to about 115 µM), for the others: top-dose activity, negative = inhibition, most hits filed as inhibitors. 0.009% of 390,000 active. AID 504891; active = well fitted inhibition curve with a large enough effect in the polarisation, with a control signal flat, not every such curve was filed as active; inconclusive = small, poorly fitted or top-dose-only effect, or effect the other way, or a change in a side signal; inactive = no such curve, though single readings can be large or run the other way; the % refers to the polarisation; note: potency is the fitted concentration of half-maximal effect; % is set by controls: 0 for no effect and ±100 for the full control effect
Target sequence (Q13526 whole entry, looked up): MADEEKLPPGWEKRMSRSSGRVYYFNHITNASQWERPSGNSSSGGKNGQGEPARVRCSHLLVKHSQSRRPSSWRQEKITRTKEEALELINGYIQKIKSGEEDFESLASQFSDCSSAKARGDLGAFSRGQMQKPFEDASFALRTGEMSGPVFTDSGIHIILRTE
Pol eta inh = DNA polymerase eta (human) inhibition. Q9Y253. recombinant Pol eta, fluorescent DNA replication assay. Potency, µM (series often up to 114 µM), inactives show at the highest dose activity change, negative = inhibition, most hits filed as inhibitors. 1.2% of 390,000 active; note: potency is the fitted concentration of half-maximal effect; % is set by controls: 0 for no effect and ±100 for the full control effect
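Pol eta at 10 nM preincubated with compounds 15 min at room temperature; reaction started with fluorescent substrate (50 nM final) and read kinetically at 0 and 10 min.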
Tb PGK inh = inhibitors of T. brucei phosphoglycerate kinase. P07378. PGK/GAPDH coupled, Kinase-Glo luminescence, 60 min. Potency, µM (doses to about 57.5 µM), for inactives: at the top dose activity change, negative = inhibition, most hits filed as inhibitors. 0.043% of 380,000 active. AID 602233; note: potency is the fitted concentration of half-maximal effect; % is set by controls: 0 for no effect and ±100 for the full control effect; nearly all actives have a fitted effect of over 60% in size
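Recombinant glycosomal PGK reaction used 1,3-bisphosphoglycerate generated in-well by GAPDH (100nM final) in 100mM TEA pH 7.6, 5mM MgCl2, 0.01% Tween-20. After 60 minutes at room temperature, ATP was read by Kinase-Glo Plus luminescence end-point.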
PI4K2A inh = inhibitors of human PI4K2A; activity change, negative = inhibition, % at 76.9 µM; 0.13% of 420,000 active; Q9BTU6; AID 1346378; purified PI4K2A, ADP-Glo luminescence, 1 h; active compounds read low; in the data active = activity change below about -50%; inconclusive = mostly about -30% to -49%;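 note: -100% = wells without enzyme as full effect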
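PI4K2A activity was measured by ADP-Glo luminescence: enzyme (4 ug/mL stock) and phosphatidylinositol (1.2 mM stock) in Tris pH 7.5/MgCl2/EGTA/Triton X-100 buffer were reacted with ATP (300 microM stock) for one hour at ambient temperature.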
GLS inh = inhibitors of human glutaminase (GLS); O94925; GLS enzymatic activity, qHTS titration; Potency, µM (doses to about 45.5 µM), without a hit: at the top dose activity change, negative = inhibition, hits mostly inhibitors; 0.21% of 410,000 active; note: potency is the fitted concentration of half-maximal effect; % is set by controls: 0 for no effect and ±100 for the full control effect
Target sequence (O94925 whole entry, looked up): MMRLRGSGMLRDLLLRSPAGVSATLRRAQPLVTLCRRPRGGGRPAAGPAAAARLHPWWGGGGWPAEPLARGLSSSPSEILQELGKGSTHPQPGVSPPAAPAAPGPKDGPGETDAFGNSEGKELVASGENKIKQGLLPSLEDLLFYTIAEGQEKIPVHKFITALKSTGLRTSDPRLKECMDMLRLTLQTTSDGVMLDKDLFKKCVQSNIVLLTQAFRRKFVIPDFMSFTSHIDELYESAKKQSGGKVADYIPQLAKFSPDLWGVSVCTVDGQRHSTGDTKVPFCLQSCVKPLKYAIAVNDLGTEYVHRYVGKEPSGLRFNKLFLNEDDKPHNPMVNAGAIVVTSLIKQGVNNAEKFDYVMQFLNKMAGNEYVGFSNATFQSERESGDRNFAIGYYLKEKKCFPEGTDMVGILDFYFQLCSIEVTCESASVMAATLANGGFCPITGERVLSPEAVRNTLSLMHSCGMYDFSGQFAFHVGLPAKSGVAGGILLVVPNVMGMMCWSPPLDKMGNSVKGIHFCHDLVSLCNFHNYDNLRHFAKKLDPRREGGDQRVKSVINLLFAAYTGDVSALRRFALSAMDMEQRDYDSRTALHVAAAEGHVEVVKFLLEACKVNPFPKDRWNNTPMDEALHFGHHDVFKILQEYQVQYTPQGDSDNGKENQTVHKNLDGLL
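Assay buffer: 45 mM KH2PO4 pH 8.2, 0.02% Tween-20. hKGA acts on L-glutamine (1 mM solution added); product glutamate is reported by an oxidase/peroxidase Amplex Red coupling, with fluorescence taken at baseline and 30 min.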
BAZ2B block = BAZ2B (human) inhibition | AID 504333 | Potency, µM (series often up to 114 µM), for inactives: at the highest dose activity change, negative = inhibition, actives largely listed as inhibitors | 4.4% of 360,000 active | AlphaScreen BAZ2B-H3K14Ac peptide displacement; note: potency is the fitted concentration of half-maximal effect; % is set by controls: 0 for no effect and ±100 for the full control effect; nearly all actives have a fitted effect of over 60% in size
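AlphaScreen displacement of biotin-H3(5-23)K14Ac peptide (50 nM final) from BAZ2B (50 nM final) in PBS pH 7.4, 0.01% Tween-20; complex preformed 30 min RT, then compounds (top 110 uM) 30 min RT, beads 20 min dark.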
G9a inh = blocks human histone lysine methyltransferase G9a | Q96KQ7 | G9a H3K9 monomethylation, AlphaScreen, 2 h | Potency, µM (doses to about 102 µM), for the others: at the highest dose activity, negative = inhibition, usual class: inhibitors | 8.8% of 350,000 active | AID 504332; note: potency is the fitted concentration of half-maximal effect; % is set by controls: 0 for no effect and ±100 for the full control effect; nearly all actives have a fitted effect of over 75% in size
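AlphaScreen detection with an anti-monomethyl H3K9 antibody quantified product after a 2 h room-temperature reaction containing 500 nM biotinylated H3K9 peptide, 20 µM SAM and 20 nM enzyme, which had been preincubated 15 min with compound.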
HP1b chromo inh = blocks HP1-beta chromodomain binding to methylated histone tails | P83916 | 0.56% of 390,000 active | AlphaScreen HP1-beta / biotin-H3K9me3 peptide binding | Potency, µM (doses to about 114 µM), inactives show top-dose activity change, negative = inhibition, actives largely listed as inhibitors; note: potency is the fitted concentration of half-maximal effect; nearly all actives have a fitted effect of over 70% in size; inactives centre near 23
Target sequence (P83916 whole entry, looked up): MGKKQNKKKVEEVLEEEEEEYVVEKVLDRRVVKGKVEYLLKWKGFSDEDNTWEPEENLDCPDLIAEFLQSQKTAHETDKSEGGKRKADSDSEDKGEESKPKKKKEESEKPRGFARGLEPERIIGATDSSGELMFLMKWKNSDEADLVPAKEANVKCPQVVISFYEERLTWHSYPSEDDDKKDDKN
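Compound inhibition of the preformed complex between 50 nM HP1-beta and 50 nM biotinylated H3K9me3 peptide was read by AlphaScreen. Buffer was PBS pH 7.4 with 0.01% Tween-20. Incubations ran 30 min at room temperature, with 10 ug/mL donor/acceptor beads.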
JMJD2A Tudor inh = blocks the human JMJD2A Tudor domain; O75164; AlphaScreen JMJD2A-Tudor / H3K4me3 peptide binding; Potency, µM (doses to about 114 µM), without a hit: at the highest dose activity change, negative = inhibition, actives largely listed as inhibitors; 4.4% of 390,000 active; note: potency is the fitted concentration of half-maximal effect; % is set by controls: 0 for no effect and ±100 for the full control effect; nearly all actives have a fitted effect of over 50% in size
* hit, by the source's call; i = inactive; ? = inconclusive; · = no result given; & = joins results of further samples; [ ] = remark or other dose. Unless noted, calls come from the whole dose curve; as a rule, active = well fitted curve in the direction sought with a large enough effect; inconclusive = small, poorly fitted or top-dose-only effect, or another doubt; inactive = no such curve, though single readings can be large; an effect the other way counts as inactive or inconclusive. An excerpt, so the mix of outcomes need not match the whole.

SMILES | Pin1 inhibitor | Pol eta inh | Tb PGK inh | PI4K2A inh | GLS inh | BAZ2B block | G9a inh | HP1b chromo inh | JMJD2A Tudor inh
CN(Cc1nc(-c2ccc(Cl)cc2)no1)C(=O)c1ccco1 | -1% | -7% | 10% | 0 | 5% | -14% | 25% | -2% | -5%
O=C(N/N=C/c1ccc2c(c1)OCO2)c1ccc(COCC(F)(F)C(F)F)cc1 | 4% | -16% | -11% | 0 | 3% | -9% | 18%[12.7 µM] | 28% | -29%
NNC(=O)c1cc2c(ccc3ccccc32)o1 | ? | 13% | -7% | 1 | 22µM* | 6% | 44%[59 µM] | -4% | -19%
O=C(Cn1nnc(-c2ccccc2NC(=O)c2ccccc2F)n1)NC1CCCC1 | 1% | -5% | i | 0 | 2% | -4% | 26% | 6% | -12%
Cc1ccc(S(=O)(=O)N2[C@@H](c3ccc(F)cc3)C(C(=O)O)=CC[C@H]2c2ccc(C(C)C)cc2)cc1 | ? | 3% | -18% | -5 | 35%[activator] | -10% | -6%[2.33 µM] | 18% | -22%
CCN(CC)c1ccc(NC(=O)c2cnccn2)cc1S(=O)(=O)Nc1ccc(OC)cc1 | -5% | -22% | -2% | -1 | 20% | -29% | 20%[59 µM] | 19% | -16%
C/C(CCC12CC3CC(CC(C3)C1)C2)=N\NC(N)=S | 16% | -15% | i | 7 | -2% | ? | -6% | -12% | ?
Cn1nc(N)nc1N1CCN(c2ccc(F)cc2)CC1 | 1% | -21% | 0% | 2 | 0% | -1% | -6% | -6% | -4%
COc1ccc(C(=O)C2CCCN(C(=O)CCc3ccccn3)C2)c(C)c1 (stereo not given) | 2% | -7% | -4% | 0 | 1% | -2% | -1% | 35% | -2%
O=C(O)c1cc(S(=O)(=O)N2CCOCC2)c(Sc2ccccn2)cc1Sc1ccccn1 | -9% | -15% | 1% | -3 | 23% | · | -18%[59 µM] | 44%[activator] | -19%
O=C(O)/C=C\C(=O)Nc1ccc(N2CCN(c3cccc(Cl)c3)CC2)cc1 | -7% | -8% | -6% | -5 | 7% | 35µM* | · | ? | -11%[11.4 µM]
O=C(Nc1nnc(-c2ccco2)o1)c1cccc(Cl)c1 | 3% | -20% | -12% | 5 | 11% | ? | 14% | 44%[activator] | 3%
Cc1ccc([C@H]2C[C@@H](n3cc(-c4ccc(F)cc4)nn3)[C@H](O)CN2C(=O)c2cccs2)cc1 | · | -15% | -9% | -3 | -3% | · | · | · | ·
O=C(c1ccc(F)cc1Cl)N1CCN(CCc2ccccc2)CC1 | 1% | -20% | i | -2 | -4% | 2% | · | 27% | -5%
Cc1ccc2nc(C)cc(N/N=C/c3ccc(F)cc3)c2c1 | 1% | -27% | -7% | 3 | -28% | -2% | 18% | -10% | -35%
COc1ccc(N=C2C(=O)Nc3ccccc32)cc1 | 8% | -2% | -4% | 7 | 5% | 6% | ? | -2% | -24%
COc1ccc(-c2noc(CC(=O)Nc3cc(OC)ccc3OC)n2)cc1 | 31%[activator] | -1% | 8% | -6 | 8% | ? | -29%[59 µM] | 18% | -12%
CCC(CO)Nc1ncnc2c1cnn2-c1ccc(Cl)cc1 (stereo not given) | 2% | -18% | -2% | 5 | -2% | 1% | ? | 35% | -15%
Cn1c(=N)n(CC(O)c2ccccc2)c2ccccc21 (stereo not given) | -1% | -8% | -8% | 4 | 8% | 1% | 9%[59 µM] | 51%[activator] | -6%
Cc1nc(C(=O)N(C)C)nn1-c1ccc(Cl)cc1Cl | 3% | 6% | -1% | 0 | 1% | 8% | -36% | 3% | -13%
CC1(C)C2CCC1(C)C(SC(=N)N)C2 (stereo not given) | -10% | -18% | -4% | -1 | 1% | · | · | 37% | -4%
C/C(=N\NC(=O)c1ccccc1Cl)c1ccccn1 | 2% | -13% | -3% | 0 | 1% | 32µM* | 17% | 30% | 56µM*
CCCc1cc(C(=O)N/N=C/c2ccc(C)o2)c2ccccc2n1 | 0% | -3% | i | 3 | 5% | 13%[57.1 µM] | 4%[12.7 µM] | 45%[activator] | -6%
COc1ccc(Cl)cc1NC(=O)CN1C(=O)C(C)(C)c2cc(S(=O)(=O)N3CCCCC3)ccc21 | 9% | -18% | 6% | 0 | 1% | 0% | 7%[59 µM] | 7%[57 µM] | -13%
CCOC(=O)c1cc(C#N)c(SCc2cccc3ccccc23)nc1C | 11% | 1% | -5% | 2 | 10% | 12% | 38%[59 µM] | 49%[activator] | 24%
O=C(OCC(=O)N1CCCC1)c1ccc(S(=O)(=O)Nc2ccccc2)cc1 | -7% | -7% | -7% | -2 | -16% | 5% | -2% | 49%[activator] | -2%
COc1ccc(C(C)=O)cc1CC(=O)Nc1cccc(S(=O)(=O)N2CCOCC2)c1 | 6% | 2% | -1% | -19 | 4% | 8% | 16%[12.7 µM] | 32% | -6%
O=C(CN1C(=O)COc2ccccc21)c1ccc(Cl)cc1 | -4% | 9% | -1% | -4 | -2% | 9% | 14% | 76%[activator] | -12%[57.1 µM]
COc1ccc(Cc2c(O)nc(SCC(C)C)[nH]c2=O)cc1 | -1% | -20% | i | -3 | 12% | -2% | · | 27% | -11%
N#Cc1ccc(-c2cn3c(n2)SCC3)cc1 | -3% | -6% | -4% | -2 | 3% | -16% | 16% | 21% | -8%
Cc1ccc2c(C)c(C(=O)Nc3ccc(S(=O)(=O)Nc4onc(C)c4C)cc3)oc2c1 | -6% | -17% | -10% | -10 | 2% | ? | 71µM* | -12% | -32%
c1ccc(NCn2cncn2)nc1 | -3% | -1% | -7% | -7 | 14% | -5% | 17%[12.7 µM] | 7% | -10%
CS(=O)(=O)c1ccc(Cl)c(NC(=O)COC(=O)c2cccc(C#N)c2)c1 | -1% | ? | -5% | 0 | -3% | -3% | 73%[activator] | 22% | 0%
C[C@@H]1CC=C[C@H]2[C@H]1C(=O)N(Cc1ccccc1)[C@H]2c1ccc2ccccc2c1 | 4% | -13% | 3% | -1 | 6% | 4% | 32%[59 µM] | 31% | -7%
COc1ccc(C)cc1NC(=O)C(C)N(c1ccc(C)cc1)S(C)(=O)=O (stereo not given) | -11% | -1% | -2% | 1 | -5% | 8% | -4% | -8% | -25%
O=C(COC(=O)c1cc(-c2cccs2)nn1-c1ccccc1)Nc1cc([N+](=O)[O-])ccc1Cl | 6% | -19% | -8% | -3 | -5% | -31% | -39%[59 µM] | 24% | -24%
Cc1cccc2c(=O)cc(CSc3ccccc3NC(=O)C(C)(C)C)[nH]c12 | -3% | -10% | 8% | 3 | 1% | 10% | -26%[59 µM] | 8%[57 µM] | -5%
CCOC(=O)c1c(Nc2cc(C)cc(C)c2)nnc(-c2ccccc2)c1-c1ccccc1 | -1% | ? | -11% | -7 | -2% | -38% | 3.5µM* | -5% | ?
COC(=O)CON1C(=O)c2ccccc2C1=O | -6% | -10% | · | 2 | 0% | 9% | -10%[59 µM] | 16% | -16%
CC(C)c1nn2c(=O)cc(COC(=O)CNC(=O)c3ccccc3Cl)nc2s1 | 6% | -4% | -1% | 4 | -11% | -8% | 14%[59 µM] | 18% | -10%
Cn1c(=O)oc2cc(S(=O)(=O)NCCC(=O)NCc3ccc(F)cc3)ccc21 | -5%&2% | -5%&-11% | -7%&1% | 7&-1 | -8%&3% | -13%&2% | 57%[activator] | 33%&46% | -2%&-2%
Cc1ccc(S(=O)(=O)N2CCN(C)CC2c2ccccc2)cc1 (stereo not given) | -12% | -12% | 0% | 9 | -5% | -8% | -48%[59 µM] | 32% | -15%
COc1ccccc1CNC(=O)COC(=O)Cn1cnc2ccccc21 | -8% | 8% | -1% | 2 | -1% | -32% | -39% | 25% | -7%
CCCc1nnc(NC(=O)CCC(=O)Nc2ccc(F)cc2)s1 | 2% | -8% | 9%[11.5 µM] | 1 | 1% | 1% | 3% | 33% | -8%
CCSc1nnc(N2C(=O)c3ccc(C(=O)c4ccc(C(=O)O)cc4)cc3C2=O)s1 | -14% | 4% | -6% | -9 | 8% | 1% | ? | 14% | -6%
O=C(CN(C(=O)CCC(=O)Nc1nccs1)C1CCCC1)NCc1ccc2c(c1)OCO2 | -1% | -21% | 3% | -1 | -1% | · | -5% | 38%[activator] | -18%[11.4 µM]
CCOc1ccccc1N1C(=O)CC(Sc2nccc(C)n2)C1=O (stereo not given) | 1% | -10% | -8% | 3 | -1% | -3% | 19%[59 µM] | 41%[activator] | 11%
CC(CCc1ccccc1)NC(=O)CSc1nccc(=O)[nH]1 (stereo not given) | -11% | 4% | -9% | -2 | -6% | 17% | ? | 28% | -17%
O=C(COc1ccc(S(=O)(=O)NC2CCCCC2)cc1)N1CCN(c2ccc(F)cc2)CC1 | -1% | -23% | 9% | -4 | 11% | 1% | ? | 14% | -33%
O=C(CNC(=O)c1ccc2c(c1)OCO2)Nc1ncccc1O | ? | -15% | -2% | 5 | 5% | ? | ? | 5% | 56µM*
The listing continues.
SMILES | Pin1 inhibitor | Pol eta inh | Tb PGK inh | PI4K2A inh | GLS inh | BAZ2B block | G9a inh | HP1b chromo inh | JMJD2A Tudor inh
CC12CCC(=O)N1C(C(=O)NCc1ccc(Cl)cc1Cl)CS2 (stereo not given) | 0% | -22% | -9% | 3 | -2% | -5% | -3% | 29% | -1%
COC(=O)c1ccc2[nH]c3c(c2c1)CC(C)CC3 (stereo not given) | 14% | -23% | -7% | 1 | 8% | 25µM* | · | -15% | ?
CC1CC(NC(=O)CCn2c(=O)oc3ccccc32)CC(C)(C)C1 (stereo not given) | 6% | -20% | 0% | -6 | 0% | 0% | -1% | 23% | -13%
CN1C2C=C(N(CCc3ccccc3)C(=O)c3ccc(Cl)cc3)CC1CC2 (stereo not given) | 3% | -15% | 7% | 3 | 5% | 3% | -12% | 28% | 4%
